# Bioassay records as filed in PubChem BioAssay.
# Integrin act MD: activates integrin-mediated alleviation for muscular dystrophy. alpha7betagal myoblasts, beta-gal FDG fluorescence, 48 h. Potency, µM (doses to about 38.3 µM), without a hit: at the highest dose activation, usual class: activators. actives 0.064% (n = 350,000);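 also: potency is read from the fitted curve at half-maximal effect; 100% = response of the positive control SU9516; nearly all actives have a fitted effect of over 60% in size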
#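 Alpha7betagal+/- myoblasts (passage 13) were plated 16-24 hr, then exposed to compounds (1:260 dilution of DMSO stock) for 48 hours at 37C. After MPER lysis, β-galactosidase reporter activity was read as FDG fluorescence (ex 480/em 540) after 30 minutes.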
# MLL CXXC-DNA inh: blocks binding of human MLL CXXC domain to DNA | Q03164 | MLL-CXXC / FITC-HOXA9 DNA fluorescence polarization | Potency, µM (top dose mostly 115 µM), inactives show at the highest dose activity change, negative = inhibition, hits mostly inhibitors | actives 0.037% (n = 290,000) | AID 2662; active = well fitted inhibition curve with a large enough effect in the polarisation, with a control signal flat, not every such curve was filed as active; inconclusive = small, poorly fitted or top-dose-only effect, or effect the other way, or a change in a side signal; inactive = no such curve, though single readings can be large or run the other way; the % refers to the polarisation; also: potency is read from the fitted curve at half-maximal effect
#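 Fluorescence polarization: 7 uM MLL-CXXC (stock) preincubated 5 min with compounds, then 50 nM fluorescein-HOX-A9 DNA (stock) added; 30 min ambient. Buffer 50 mM Tris-HCl pH 7.5, 50 mM NaCl, 1 mM DTT, 0.05% BSA.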
# S-ASM inh: inhibitors of human secretory acid sphingomyelinase | actives 0.006% (n = 340,000) | placental ASM, HMU-PC fluorogenic substrate, 60 min | Potency, µM (top dose mostly 57.5 µM), for inactives: top-dose activity change, negative = inhibition, hits mostly inhibitors | P17405; also: potency is read from the fitted curve at half-maximal effect
#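 Steps: dispense placental human ASM, pin compound, wait 10 min at room temperature, add HMU-PC0 substrate at 9 uM final, incubate 60 min at 37 °C, add stop solution raising pH to 10, read fluorescence.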
# AT treatment: candidate therapy for ataxia-telangiectasia; actives 0.19% (n = 320,000); AID 485349; […] A-T fibroblasts, KAP-1 phosphorylation AlphaLISA; neocarzinostatin DNA damage 30 min before lysis; Potency, µM (highest dose often 57.5 µM), inactives show at the highest dose activation, hits mostly activators; also: potency is read from the fitted curve at half-maximal effect; % of control where 0% means no effect; nearly all actives have a fitted effect of over 45% in size
#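 hTERT-immortalized A-T patient fibroblasts ([…]), 500 cells/well in OPTI-MEM, 1% FBS, got compounds for 60 min, then NCS for 30 min at 37C. Lysates were then assayed for phospho-KAP-1 by AlphaLISA (anti-pKAP1 donor, anti-KAP1 acceptor beads), 6 hr at 25C.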
# TCR activator: activates T cell receptor signaling. primary human leukocytes, anti-CD3, IL-2 HTRF, 48 h. Potency, µM (titrated, usually from 9.22 µM), without a hit: at the highest dose activation of IL-2 secretion, most hits filed as activators. 330,000 tested, under 10 active. AID 504894; also: % of control where 0% means no effect
#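 HTRF read-out of IL-2 secretion: europium cryptate donor excited at 320nm, d2 acceptor emission at 665nm. Cells were primary human leukocytes incubated 48 hr with compounds and a-CD3 beads, supplying TCR signal only.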
# MBNL1-CUG inh: MBNL1-poly(CUG) RNA binding inhibition. Potency, µM (series often up to 57.5 µM), inactives show at the top dose activity change, negative = inhibition, hits mostly inhibitors. actives 0.036% (n = 280,000). Q9NR56. TR-FRET MBNL1-His/biotin-(CUG)12 binding, 665/545 ratio; active = well fitted inhibition curve with a large enough effect in the signal ratio, with a control signal flat, not every such curve was filed as active; inconclusive = small, poorly fitted or top-dose-only effect, or effect the other way, or a change in a side signal; inactive = no such curve, though single readings can be large or run the other way; the % refers to the signal ratio; also: potency is read from the fitted curve at half-maximal effect; % is scaled to controls: 0 for no effect and ±100 for the full control effect
#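 Compound titration spanned 92 nM–58 uM against the MBNL1-His/biotin-(CUG)12 complex. After 60 min at room temperature with 5 nM streptavidin-XL665 and 0.055 ng/ul terbium anti-His, ratiometric 665/545 nm emission (Ex 340 nm) normalized to controls.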
# Mito fusion yeast: mitochondrial division inhibition or fusion activation | S. cerevisiae fusion-defective mutant growth rescue, CellTiterGlo 48 h | Potency, µM (highest dose often 46.1 µM), inactives show at the top dose growth rescue (activation), hits mostly activators | actives 0.23% (n = 320,000) | AID 485298;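 also: potency is read from the fitted curve at half-maximal effect; % of control where 0% means no effect; nearly all actives have a fitted effect of over 45% in size; temperature-sensitive fusion mutants such as fzo1-1 at 37 °C on non-fermentable ethanol glycerol medium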
#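 Compounds are tested for their ability to restore growth of mitochondrial fusion-defective yeast strains at non-permissive 37C in YPEG medium over 48 hours. Viability is quantified by luciferase luminescence.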
# Menin MLL FP TR: inhibitors of human menin-MLL interaction, mutant MLL peptide. Potency, µM (doses to about 61.6 µM), without a hit: at the top dose FP activity change, negative = inhibition, hits mostly inhibitors. Menin + Texas Red MLL mutant peptide, fluorescence polarization. O00255. AID 1768. actives 0.23% (n = 270,000); active = well fitted inhibition curve with a large enough effect in the polarisation, with a control signal flat, not every such curve was filed as active; inconclusive = small, poorly fitted or top-dose-only effect, or effect the other way, or a change in a side signal; inactive = no such curve, though single readings can be large or run the other way; the % refers to the polarisation; also: potency is read from the fitted curve at half-maximal effect; % of control where 0% means no effect; many of its hits are not listed in these tables
# TSHR antag: antagonists of human thyroid stimulating hormone receptor | P16473 | TSHR-expressing cells, TSH-stimulated cAMP HTRF, 2 h; hits give low values | activity change, negative = inhibition, % at 11.5 µM | actives 0.2% (n = 330,000) | AID 504810;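 active = activity change below a set negative limit, meaning inhibition stronger than a set level, cut at about -70% in these data; inconclusive = activity change between two set negative limits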; also: % is scaled to controls: 0 for no effect and ±100 for the full control effect
# Target sequence (P16473 whole entry, looked up): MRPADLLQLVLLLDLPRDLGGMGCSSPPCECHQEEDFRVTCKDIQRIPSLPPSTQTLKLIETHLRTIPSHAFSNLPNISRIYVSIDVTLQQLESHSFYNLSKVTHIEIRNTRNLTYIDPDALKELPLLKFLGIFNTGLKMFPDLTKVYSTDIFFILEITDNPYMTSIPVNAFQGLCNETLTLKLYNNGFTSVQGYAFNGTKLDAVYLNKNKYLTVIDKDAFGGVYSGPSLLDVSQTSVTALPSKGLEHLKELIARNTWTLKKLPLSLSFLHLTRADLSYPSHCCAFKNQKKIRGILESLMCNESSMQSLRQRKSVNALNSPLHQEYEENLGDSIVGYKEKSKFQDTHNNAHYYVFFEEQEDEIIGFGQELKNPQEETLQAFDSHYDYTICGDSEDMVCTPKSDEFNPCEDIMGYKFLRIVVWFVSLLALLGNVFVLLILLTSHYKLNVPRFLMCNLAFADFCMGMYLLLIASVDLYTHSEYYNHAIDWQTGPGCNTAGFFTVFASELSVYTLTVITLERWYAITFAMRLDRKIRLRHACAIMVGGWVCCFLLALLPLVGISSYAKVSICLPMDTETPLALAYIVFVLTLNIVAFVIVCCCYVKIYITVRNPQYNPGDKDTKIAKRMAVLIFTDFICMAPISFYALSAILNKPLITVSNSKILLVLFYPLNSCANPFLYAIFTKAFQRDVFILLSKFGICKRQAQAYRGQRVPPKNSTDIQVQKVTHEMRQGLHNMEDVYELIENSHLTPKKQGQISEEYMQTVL
#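 Read-out is FRET at 665 nm (cryptate excitation 337 nm) from a cryptate-tagged anti-cAMP antibody, competed by cell cAMP against cAMP-d2. Compounds are tested on freshly harvested TSHR cells challenged with 4nM TSH (EC80) for 2 hours at 37 deg C.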
# TSG101-PTAP inh: blocks PTAP/TSG101 interaction to inhibit HIV-1 budding; Q99816; Fluorescence polarization, FITC-PTAP peptide / Tsg101 binding; Potency, µM (series often up to 115 µM), for inactives: at the top dose activity change, negative = inhibition, most hits filed as inhibitors; 340,000 tested, under 10 active; AID 493005; active = well fitted inhibition curve with a large enough effect in the main read-out, with a control signal flat, not every such curve was filed as active; inconclusive = small, poorly fitted or top-dose-only effect, or effect the other way, or a change in a side signal; inactive = no such curve, though single readings can be large or run the other way; also: potency is read from the fitted curve at half-maximal effect; % of control where 0% means no effect
# Target sequence (Q99816 whole entry, looked up): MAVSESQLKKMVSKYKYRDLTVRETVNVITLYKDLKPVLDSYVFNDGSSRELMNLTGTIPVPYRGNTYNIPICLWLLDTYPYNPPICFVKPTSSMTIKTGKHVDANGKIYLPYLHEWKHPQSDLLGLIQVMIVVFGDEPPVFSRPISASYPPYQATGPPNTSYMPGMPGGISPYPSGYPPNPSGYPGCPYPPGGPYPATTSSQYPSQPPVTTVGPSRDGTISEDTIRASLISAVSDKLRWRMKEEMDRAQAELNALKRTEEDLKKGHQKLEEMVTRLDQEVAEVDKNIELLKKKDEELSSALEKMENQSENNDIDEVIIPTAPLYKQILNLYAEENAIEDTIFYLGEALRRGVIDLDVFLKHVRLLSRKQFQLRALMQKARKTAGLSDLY
#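 Compounds were pin-transferred onto Tsg101 binding domain (10 uM final) in HEPES pH 7.5 buffer, then FITC-PTAP peptide was added at 50 nM final. After 20 min at RT, polarization reported peptide displacement across a qHTS concentration series.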
# Starred values were filed as active, the others as inactive; ? = inconclusive; nt = not tested or not shown; & = joins results of further samples; [ ] = remark or other dose. Unless noted, calls follow the shape of the dose curve; as a rule, active = well fitted curve in the direction sought with a large enough effect; inconclusive = small, poorly fitted or top-dose-only effect, or another doubt; inactive = no such curve, though single readings can be large; an effect the other way counts as inactive or inconclusive.
SMILES,Integrin act MD,MLL CXXC-DNA inh,S-ASM inh,AT treatment,TCR activator,MBNL1-CUG inh,Mito fusion yeast,Menin MLL FP TR,TSHR antag,TSG101-PTAP inh
CCOC(=O)Cc1csc(NC(=O)CN2C(=O)c3ccccc3S2(=O)=O)n1,-42.1%,0.4%,3.4%,1.1%,0.9%,-4.0%,-0.7%,10.3%,18.1,-4.1%
CCC(/C=N/NC(=O)C1COc2ccccc2O1)CC (stereo not drawn),8.3%,12.6%,2.0%,2.1%,0.4%[46.1 µM],-4.5%,-1.7%,5.3%,1.9,-3.5%
COc1ccc(NC(=S)NNC(=O)c2ccc(S(=O)(=O)N3CCOCC3)cc2)cc1,4.9%,-9.6%,4.1%,0.1%,-6.9%,-1.6%,1.6%,29.0%,-6.3,-4.3%
O=C(CCn1cnnn1)Nc1ccccc1,10.7%,-7.7%,4.2%,-1.0%,nt,4.0%,14.1%&-0.2%,-19.9%,-4.5,-3.9%
Cc1ccc[n+](C2C(c3ccc([N+](=O)[O-])cc3)C(C#N)=C([S-])NC2(O)C2CC2)c1 (stereo not drawn),-15.3%,10.5%,-5.6%,-0.7%,2.2%,?,-1.3%,-9.0%,-2.5,-0.3%
COc1ccc(S(=O)(=O)N2CCN(C)CC2)c(C)c1,7.6%,-11.8%,0.0%,5.6%,2.6%,-1.9%,-0.8%,-3.0%,-0.5,-9.5%
CC(NC(=O)C1CCCN1S(=O)(=O)c1ccc2c(c1)n(C)c(=O)c(=O)n2C)c1ccccc1 (stereo not drawn),42.3%,-6.6%,8.7%,4.1%,-6.8%,-9.5%,2.8%,nt,-1.6,-3.2%
O=C(NN1C(=O)C2C(c3ccccc3)C=CC(c3ccccc3)C2C1=O)c1ccccc1 (stereo not drawn),-13.0%,2.2%,-9.4%,1.6%,4.7%,nt,3.4%,-19.9%,-0.2,-1.7%
C/C(=N\N=C\c1cccc(F)c1)c1nnn(-c2nonc2N)c1C,14.4%,-4.6%,-2.8%,-7.0%,2.7%[46.1 µM],nt,-4.7%,0.1%,-2.7,1.1%
CCCCN(CC)C(=O)CN(C)S(=O)(=O)c1cccc2nsnc12,-0.9%,-9.4%,-2.1%,8.5%,-12.7%,?,0.1%,-0.9%,5.2,-1.9%
O=C(COC(=O)c1ccc(O)cc1)Nc1ncc(Cl)cc1Cl,-19.5%,8.1%,-2.7%,0.4%,-3.7%,3.2%,3.5%,17.4%,0.7,-6.0%
Cc1ccc2oc(=O)c3cnn(CC(=O)NCCCOC(C)C)c3c2c1,14.8%,-12.2%,-2.2%,8.8%,12.0%,-1.9%,-6.3%,-2.8%,12.4,1.6%
CN(C)CCCNC(=O)C(=O)Nc1cc2c3c(c1)CC(=O)N3CCC2,3.6%,4.2%,0.9%,5.1%,2.3%,3.0%,2.0%,-10.2%,-2.4,0.3%
Cc1ccc(-n2cnnn2)c2cccnc12,6.5%,5.5%,4.8%,-0.9%,nt,0.4%,-1.4%,-21.4%,2.5,-3.3%
COCCNc1nnc(SCC(=O)NNC(=O)c2ccccc2)s1,-6.4%,-2.1%,6.7%,1.9%,-6.1%,-3.5%,-4.3%,-1.2%,-1.5,-5.1%
CC1CN(C(=O)c2ccn(C)n2)CC(C)O1 (stereo not drawn),-19.1%,0.2%,1.5%,7.4%,-0.7%[46.1 µM],-7.5%,-6.0%,-3.9%,5.8,-7.5%
COc1ccc(C)cc1N(CC(=O)N1CCCCCC1)S(=O)(=O)c1ccc(C)cc1,-30.4%[inhibitor],41.4%[activator],-3.1%,10.6%,-0.7%,-3.1%,-7.9%,nt,5.1,-0.6%
COC(=O)C1CCN(C(=O)Nc2ccccc2)CC1,33.9%,7.3%,6.7%,-2.6%,1.9%,1.3%,2.4%,8.7%,-1.9,0.4%
COc1ccc2c(=O)cc(-c3ccccc3F)oc2c1,-15.9%,-2.7%,6.3%,-0.4%,-0.9%,nt,7.2%,nt,-6.7,-2.7%
Cc1cc(NC(=O)CCC(=O)N(c2cccnc2)C(C(=O)NC2CCCC2)c2ccccc2)no1 (stereo not drawn),3.8%,7.3%,2.1%,1.7%,11.4%,8.6%,0.6%,-4.1%,0.0,-3.1%
Cc1cc(S(=O)(=O)N(Cc2ccc(F)cc2)CC2CCCO2)ccc1-n1cnnn1 (stereo not drawn),-13.8%,-6.1%,2.7%,6.6%,0.0%,-0.6%,-1.3%,-10.1%,-6.5,-5.5%
Cc1nc2cc(-c3sccc3-n3cccc3)nn2c(C)c1C,-1.1%,0.5%,-3.9%,12.7%,-2.1%,nt,4.3%,nt,?,-4.7%
O=Cc1cccnc1SCc1ccccc1,2.0%,nt,-1.3%,nt,-5.3%,nt,nt,nt,nt,0.1%
CCOC(=O)c1ccccc1NC(=O)COc1cc(=O)n(CC)c2ccccc12,2.1%,12.7%,-10.3%,6.1%,-2.9%,0.4%,-3.2%,?,2.1,-5.3%
CCCC(C)NC(=O)COC(=O)c1ccc(Cl)c(S(N)(=O)=O)c1 (stereo not drawn),12.8%,-13.3%,-0.8%,6.3%,-5.5%,1.7%,0.2%,nt,-4.0,1.4%
NS(=O)(=O)c1ccc(CNC(=O)/C=C/c2c(F)cccc2Cl)cc1,?,4.9%,0.2%,2.2%,-3.5%,16.9%,0.5%,14.6%,-9.4,2.1%
COc1cccc(OC)c1C(=O)NC(=S)NCc1ccco1,0.0%,7.7%,4.4%,-2.8%,-9.6%,-4.5%,-4.9%,6.2%,16.8,-1.9%
CCNS(=O)(=O)c1ccc(CCC(=O)N2CCN(c3ccc(OC)cc3)CC2)cc1,-8.0%,5.7%,-1.1%,-3.3%,-2.1%,-6.6%,-2.0%,-13.6%,-6.0,-4.1%
CC(C)C(OC(=O)c1oc2ccccc2c1CSC1CCCCC1)C(=O)NC(N)=O (stereo not drawn),nt,-0.6%,nt,-0.1%,nt,-0.6%,2.8%,-12.4%,-3.4,nt
CN(C(=O)c1ccc(OC2CCN(CCc3ccccc3)CC2)cc1)C1CCOCC1,-13.4%,-4.8%,2.7%,2.7%,-1.9%,5.1%,1.8%,-8.9%,-0.1,-6.1%
CCOC(=O)c1[nH]c2c(c1-c1ccccc1)C(=O)CC(c1ccccc1)C2 (stereo not drawn),-6.7%,22.6%,-0.6%,4.7%,-9.7%,20.0%,4.0%,5.8%,15.0,-13.7%
N#Cc1nc(Cc2cccc3ccccc23)oc1NCc1ccco1,-25.0%,-3.9%,-7.1%,4.2%,8.0%,1.3%,?,6.9%,-8.9,-0.6%
CC(=O)N/N=C(\C)CC(=O)NC(C)(C)C,16.5%,8.9%,3.3%,-6.4%,8.4%,nt,-10.0%,1.7%,17.9,-7.8%
O=C1C=C(c2ccc(Oc3ccccc3)cc2)C[C@@H](c2ccc(F)cc2)C1,-7.9%,nt,-2.8%,11.8%,2.0%,nt,24.0%,nt,-26.2,nt
Cc1cnc(C(=O)Nc2ccc(N3CCN(C(=O)OC(C)(C)C)CC3)cc2)cn1,-25.6%,0.9%,-2.5%,-1.5%,0.9%,8.0%,5.4%,?,-1.0,-1.8%
CSc1nc2c(c(=O)[nH]1)C(c1ccncc1)C(C(=O)OC(C)C)=C(C)N2 (stereo not drawn),2.1%,-8.0%,2.7%,-5.5%,-5.6%,-13.0%,-0.5%,-9.9%,-16.0,-7.0%
O=C(COc1ccc(Cl)cc1)Nc1ccc(C(=O)O)cc1NC(=O)COc1ccc(Cl)cc1,-1.1%,0.6%,7.4%,1.3%,3.8%,0.2%,-0.7%,nt,-25.8,-4.5%
COc1ccccc1C(=O)NCCOc1ccc(C)c(C)c1,26.5%,24.5%,1.3%,1.1%,5.0%,-5.4%,0.7%,-7.6%,59.6,-1.5%
COc1ccc(Br)cc1S(=O)(=O)n1ccnc1,20.3%,-7.9%,-3.4%,-1.1%,6.1%,-12.3%,0.8%,5.9%,-7.1,-4.2%
Cc1ccc(C)c(S(=O)(=O)N2CCN(c3nc(-c4cccnc4)nc4ccccc34)CC2)c1,-22.9%,nt,0.0%,-2.9%,-4.2%,nt,?,nt,-40.7,4.1%
OCC[C@@H]1C[C@@H](O)[C@H](O)[C@@]2(Cc3ccccc3CCO2)O1,-1.8%,-1.4%,5.5%,-7.6%,-1.9%,-4.1%,-1.0%,3.8%,29.3,-5.3%
O=C(c1cccc(OC2CCN(Cc3cc(F)cc(F)c3)CC2)c1)N1CCCC1,-38.8%,-3.6%,3.8%,0.5%,1.5%,-7.3%,9.4%,-6.5%,-31.2,-1.0%

# Not all compounds are listed; rates above refer to the full screens.
